Bioassay records from PubChem.
D1 agonist – activates the human D1 dopamine receptor; AID 504660; activation, % at 2 µM; HEK293 T-REx D1 cells, calcium flux, agonist mode; actives 1% (n = 360,000); in the data active = activation above about 30%; note: 0% is about no effect
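Inducible HEK293 T-REx D1 cells, force-coupled to calcium signalling, were plated at 4000 cells/well with tetracycline and held overnight at 30 C. After no-wash calcium dye loading, compound-evoked calcium rise over 180 s flagged agonists.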
D2 potentiator – positively modulates the human D2 dopamine receptor allosterically | potentiation, % at 10 µM | HEK293 T-REx D2, calcium flux, EC20 dopamine potentiation | actives 0.34% (n = 340,000) | P14416 | AID 485347;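 active = potentiation over 3 SD above the plate norm, cut at about 30% in these data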; note: 0% is about no effect
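Cells plated with tetracycline inducer and held overnight at 30 C; calcium dye loaded 30–90 min at room temperature; baseline taken, compound added and read 180 s; EC20 dopamine then added and read 180 s.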
RXFP1 agonist – agonists of human relaxin receptor RXFP1; Q9HBX9; HEK293T-RXFP1 cAMP TR-FRET, 30 min; response scale: percent of porcine relaxin response, buffer zero; Potency, µM (top dose mostly 57.5 µM), inactives show at the highest dose activation, actives largely listed as activators; actives 0.3% (n = 370,000); note: potency is the fitted concentration of half-maximal effect; % is set by controls: 0 for no effect and ±100 for the full control effect; nearly all actives have a fitted effect of over 60% in size; many of its hits are not listed in these tables
Target sequence (Q9HBX9 whole entry, looked up): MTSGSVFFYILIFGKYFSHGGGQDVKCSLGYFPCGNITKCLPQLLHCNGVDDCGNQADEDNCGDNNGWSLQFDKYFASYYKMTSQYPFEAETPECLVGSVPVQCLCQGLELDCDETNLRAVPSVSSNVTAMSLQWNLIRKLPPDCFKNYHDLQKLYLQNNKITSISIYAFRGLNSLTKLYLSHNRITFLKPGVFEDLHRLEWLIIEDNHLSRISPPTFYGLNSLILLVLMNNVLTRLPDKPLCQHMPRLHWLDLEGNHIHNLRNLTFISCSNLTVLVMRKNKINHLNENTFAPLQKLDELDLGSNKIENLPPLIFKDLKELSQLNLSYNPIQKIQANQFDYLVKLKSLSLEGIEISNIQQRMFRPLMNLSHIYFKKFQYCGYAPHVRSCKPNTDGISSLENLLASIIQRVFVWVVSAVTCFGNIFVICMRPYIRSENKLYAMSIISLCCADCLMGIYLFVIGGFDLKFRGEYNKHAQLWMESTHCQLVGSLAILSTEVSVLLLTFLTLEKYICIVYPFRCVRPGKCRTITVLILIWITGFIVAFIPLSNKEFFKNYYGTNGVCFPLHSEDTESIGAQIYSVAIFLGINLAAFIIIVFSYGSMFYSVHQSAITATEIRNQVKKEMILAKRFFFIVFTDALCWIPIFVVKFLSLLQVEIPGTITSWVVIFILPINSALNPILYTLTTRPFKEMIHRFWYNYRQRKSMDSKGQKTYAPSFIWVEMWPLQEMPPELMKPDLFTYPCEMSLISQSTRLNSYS
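HEK293 cells stably expressing RXFP1, treated 30 min at 37C with compounds plus PDE4 inhibitor Ro 20174; cAMP measured by HTRF TR-FRET. Normalized to buffer and 29 nM porcine relaxin; EC50 by Hill fit.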
Apoferritin bind – binds horse apoferritin like a general anesthetic. AID 485281. apoferritin/1-aminoanthracene competitive binding, fluorescence. actives 0.074% (n = 350,000). Potency, µM (series often up to 77.5 µM), inactives show at the highest dose activity change, negative = displacement, usual class: inhibitors; note: potency is the fitted concentration of half-maximal effect; % is set by controls: 0 for no effect and ±100 for the full control effect; nearly all actives have a fitted effect of over 20% in size
Target sequence (P02791 2-175 limits assumed): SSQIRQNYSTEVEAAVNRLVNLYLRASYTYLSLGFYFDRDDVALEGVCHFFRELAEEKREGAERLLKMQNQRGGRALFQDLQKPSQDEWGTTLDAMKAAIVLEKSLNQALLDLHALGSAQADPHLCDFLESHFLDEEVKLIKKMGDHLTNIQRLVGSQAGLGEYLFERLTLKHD
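Horse-spleen apoferritin (10 uM) was mixed with 50% saturated 1-aminoanthracene in PBS, exposed to compounds for 10 min at room temperature, and read for fluorescence (ex 380 nm, em 535 nm). Competitive displacement was fitted with a four-parameter Hill equation.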
TRHR ag – agonists of human TRH receptor; P34981; TRHR cells, calcium flux fluo-8, FDSS agonist mode; activation, % at 2 µM; actives 0.18% (n = 360,000); in the data active = activation above about 30%; note: 0% is about no effect
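Agonist-mode FDSS calcium read (Ex 480/Em 530, 1 s cycles) in 1536-well TRHR cells with fluo-8 dye, after 10-cycle baseline and 23 nL compound addition; TRH at EC20 (10 nM final) added afterwards for the enhancer phase.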
RXFP1 antag – antagonists of human relaxin receptor RXFP1; Q9HBX9; HEK293-RXFP1, relaxin-stimulated cAMP HTRF, 30 min; active compounds read low; activity change, negative = inhibition, % at 57.5 µM; actives 0.59% (n = 350,000);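 active = activity change of -60% or lower, but not beyond a set lower limit; inconclusive = change between -60% and -40%, or beyond the set limit; inactive = change above -40%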; note: % is set by controls: 0 for no effect and ±100 for the full control effect
TRHR enhancer – TRH receptor (human) allosteric enhancement; P34981; TRHR cells, fluo-8 calcium fluorescence, EC20 TRH enhancement; enhancement, % at 2 µM; actives 0.66% (n = 360,000); in the data active = enhancement above about 30%; note: 0% is about no effect
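Enhancer read-out: after compound pinning and an initial kinetic agonist-mode read, an EC20 of TRH (10 nM final) was injected and fluo-8 calcium signal (Ex 480/Em 530) followed at 1 s/cycle for 100 cycles in TRHR-expressing cells.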
D1 potentiator – enhances dopamine response at the human D1 receptor | P21728 | HEK293 TREx D1 cells, calcium flux, dopamine EC20 potentiation | potentiation, % at 10 µM | actives 0.036% (n = 360,000) | AID 504651; in the data active = potentiation above about 30%; note: 0% is about no effect
D1 antagonist – antagonists of human D1 dopamine receptor; P21728; HEK293 TREx D1 cells, calcium flux, dopamine EC80; active compounds read low; activity change, negative = inhibition, % at 10 µM; actives 3.2% (n = 360,000); in the data active = activity change below about -30%; note: % is set by controls: 0 for no effect and ±100 for the full control effect
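Tetracycline-induced HEK293 Trex D1 cells, force-coupled to calcium, dye-loaded; compounds added and read 180 s, then EC80 dopamine added and calcium flux tracked kinetically another 180 s.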
Numbers without * were called inactive; u = inconclusive; x = not tested or not shown; & = joins results of further samples; [ ] = another dose, or the depositor's remark. Unless noted, calls come from the whole dose curve; as a rule, active = well fitted curve in the direction sought with a large enough effect; inconclusive = small, poorly fitted or top-dose-only effect, or another doubt; inactive = no such curve, though single readings can be large; an effect the other way counts as inactive or inconclusive. These rows are one share of the data; count on the stated rates, not on these rows.

SMILES	D1 agonist	D2 potentiator	RXFP1 agonist	Apoferritin bind	TRHR ag	RXFP1 antag	TRHR enhancer	D1 potentiator	D1 antagonist
Cc1nc2nc[nH]n2c(=O)c1CCOC(=O)c1ccccc1F	1	-5	11%	-3%	0.3	12	-4	0	-1
Cc1nn(-c2ccccc2)c2sc(C(=O)N(Cc3ccco3)C(C)C(=O)NC(C)(C)C)cc12 (stereo not given)	1	9	2.0%	-1%	0.2	-3	-4	-1	-1
Cn1c2ccccc2c(=O)c2c(=O)n(C3CCCCCC3)c(C3CCCCC3)nc21	121*	-10	3.4%	-12%	29	-6	-7	5	-27
Cc1ccc(C)c(NC(=O)c2nc(-c3ccccc3)n(-c3ccccc3)n2)c1	2	1	-0.6%	-5%	-0.3	-16	2	8	-2
COc1cc(C(=O)N(Cc2ccc(N(C)C)cc2)C2CCS(=O)(=O)C2)cc(OC)c1OC (stereo not given)	5	-1	1.1%	-15%	0.2	3	-1	-4	-2
Cc1ccc2cc(CCNC(=O)c3ccc(S(=O)(=O)N4CCCCC4)cc3)c(=O)[nH]c2c1	2	3	2.1%	-10%	1.1	-14	4	3	-5
CCOC(=O)C1=C(O)C(=O)N(Cc2cccnc2)C1c1ccc(C)cc1 (stereo not given)	1	1	1.9%	-4%	0.2	-8	-3	2	0
CCOC(=O)NCc1cc(-c2nn(C)c(=O)c3ccccc23)ccc1C	4	1	0.3%	-8%	-1.2	-11	-4	-7	-23
CCc1nonc1NC(=O)c1oc2ccc(Cl)cc2c1C	1&2	0&2	0.4%&8.5%	0%&10%	1.5&0.9	7&4	-1&-1	-4&1	5&-23
COc1ccc2[nH]c3c(NCc4ccco4)ncnc3c2c1	3	-1	1.9%	-12%	-0.3	-3	1	-5	-17
Cc1cc(N2CCN(c3ccccc3)CC2)nc2ccccc12	2	10	0.3%	6%	1.6	-5	-5	-3	2
COc1ccccc1CN1CC(C(=O)NCc2ccc(SC)cc2)CCC1=O (stereo not given)	5	-8	-0.3%	-10%	0.0	-14	2	-5	11
COc1ccc(CN2C(=O)CCC2(C)C(=O)NC2CCCCCC2)cc1 (stereo not given)	0	2	0.9%	-11%	-0.7	6	6	-1	5
COc1nc(N)c(S(=O)(=O)c2ccc(C)cc2)cc1C#N	3	-4	2.1%	-11%	0.5	0	-3	0	7
COc1ccc(CCC(C)NCCc2ccc(Cl)cc2Cl)cc1 (stereo not given)	51*	-15	0.2%	-23%	3.5	-19	9	-9	24
COc1ccc(-n2nc3ccc(NC(=O)c4cc5ccccc5o4)cc3n2)cc1Cl	3	-22	-2.4%	43%	-2.0	x	11	1	-7
CCOc1ccc(CN2C(=O)c3ccccc3Sc3ccc(C(=O)NCc4ccc(C)cc4)cc32)cc1	4	10	1.4%	1%	2.0	-7	-2	1	-2
Cc1cc(C)n(-c2ccc(NC(=O)C3CCCCN3C(=O)c3ccoc3C)cc2)n1 (stereo not given)	23	0	1.5%	-16%	0.2	10	1	1	-5
CCOc1nc(C)ccc1-c1noc(-c2ccco2)n1	3	35*	3.1%	-4%	-0.9	-23	-2	-5	32
O=C(COC(=O)c1ccco1)c1ccc(Cl)cc1	3	0	-1.7%	-13%	-0.3	u	-3	1	-12
COc1cccc(NC(=O)C(=O)NCCc2csc(-c3ccc(C(F)(F)F)cc3)n2)c1	4	1	-0.1%	u	1.3	-10	4	-6	-14
O=C(c1cccs1)N1CCN(Cc2cccc([N+](=O)[O-])c2)CC1	1	-16	1.0%	-3%	-0.9	-2	8	-1	9
COc1ccc(CCN2C(=O)CC(NC34CC5CC(CC(C5)C3)C4)C2=O)cc1OC (stereo not given)	4	-5	1.4%	-13%	-0.5	-4	1	-3	-19
O=C(O)c1cc2nc3c(c(C(F)(F)F)n2n1)CCc1ccccc1-3	1	-7	2.2%	-3%	-0.1	-7	10	-6	4
CC(C)c1nc(CNC(=O)c2cc(COc3c(F)cccc3F)on2)cs1	0	5	-0.1%	-17%	-3.0	-2	2	-1	2
Next part.
SMILES	D1 agonist	D2 potentiator	RXFP1 agonist	Apoferritin bind	TRHR ag	RXFP1 antag	TRHR enhancer	D1 potentiator	D1 antagonist
CCOc1ccc(NC(=O)c2oc3ccccc3c2NC(=O)CC)cc1	1	-6	2.1%	-17%	-0.9	x	-11	-3	20
O=c1/c(=C\c2cc([N+](=O)[O-])cc([N+](=O)[O-])c2O)sc2nc3ccccc3n12	-3	-9	3.2%	u	-0.3	-29	-3	-2	5
Cc1c(N=Nc2ccc(O)cc2)c(=O)n(-c2ccccc2)n1C	2	3	-1.0%	-12%	-1.2	9	7	-4	-9
COc1cc(NC(=O)CSc2nc(C)c(C(=O)Nc3ccccc3)c(-c3ccc(OC)c(OC)c3)c2C#N)c(OC)cc1Cl	7	-10	-0.3%	1%	0.7	x	7	2	5
O=C1CCCc2cc(S(=O)(=O)NCC3CCC(C(=O)Nc4ccccc4F)CC3)ccc2N1 (stereo not given)	1	0	-0.5%	-1%	0.4	x	-5	-2	8
Cc1ccc(Cn2c(C)nc3c(c2=O)c2nc4ccccc4nc2n3Cc2ccco2)cc1	7	21	3.0%	-7%	-0.2	-14	20	-4	-5
CCOC(=O)CN(C(=O)CSc1nnc(CNc2ccc(F)cc2)n1CC)c1ccc(F)cc1	1	0	0.2%	-15%	-0.2	13	-4	-6	-11
CCC(NS(=O)(=O)c1ccc(C)cc1)C(=O)O (stereo not given)	1	-7	0.1%	-8%	0.4	12	16	-5	-11
Cn1c(=O)c2c(-c3ccc(Br)cc3)n(Cc3ccc(F)cc3)cc2n(C)c1=O	1	-5	3.0%	-7%	-1.8	x	12	2	-13
CCN(CCC(=O)Nc1cc(OC)cc(OC)c1)Cc1ccccc1	10	1	0.0%	-16%	-0.5	-7	11	-15	-19
CSCC[C@H](NC(=O)c1cccc([N+](=O)[O-])c1C)c1nc2ccccc2[nH]1	0	-22	1.4%	-11%	-0.9	4	-4	-5	-3
Cc1ccc(C(=O)OCC(=O)Nc2ccccc2Sc2ccccc2)cc1C	15	7	0.5%	64%[activator]	-0.4	-9	0	4	3
C(=N\n1cnnc1)/c1ccc(-c2ccccc2)cc1	2	5	1.7%	-22%	-0.6	-15	1	0	0
CCCC(=O)Nc1nnc(S(=O)(=O)N(CC(C)C)c2ccccc2)s1	3	-1	-0.2%	-4%	-0.1	-7	-1	-2	-8
COc1ccc(NC2CC(=O)N(CCc3ccccc3)C2=O)cc1 (stereo not given)	2	4	1.2%	-13%	0.0	-4	3	-5	4
Cn1cc(C=O)c2cc(F)ccc21	-1	2	-0.6%	-2%	0.0	0	26	-1	-14
Cc1nc(-c2ccc(S(=O)(=O)Nc3cc(F)ccc3F)cc2)co1	3	1	4.8%	-5%	-0.1	8	6	-5	-12
Cc1nc(-c2ccc(S(=O)(=O)N3CCCCCC3)cc2)cs1	3	-9	0.8%	u	-0.5	-7	0	-2	-16
COc1ccc(N2CCN(CC(O)COc3ccc([N+](=O)[O-])cc3)CC2)cc1 (stereo not given)	0	-10	2.9%	-13%	0.3	-4	-2	-4	0
Cc1ccccc1C(=O)Nn1cnnc1	1	-3	-0.4%	-8%	0.5	2	19	0	3
CCOP(=O)(OCC)c1nc(-c2ccc(Cl)cc2Cl)oc1N1CCCCC1	7	5	3.7%	-7%	0.9	-16	5	0	1
O=c1c(N=Nc2ccc(O)cc2)c(-c2ccccc2)[nH]n1-c1ccc([N+](=O)[O-])cc1	6	16	-0.5%	-3%	-0.5	-16	-2	-13	-6
Cc1cc(-c2n[nH]c(=S)n2/N=C/c2ccco2)n[nH]1	1	-7	-0.4%	-5%	0.9	12	-5	-4	5
CC(C)(C)C(=O)Nc1ccccc1N1CCN(C(=O)c2ccc(Cl)cc2)CC1	0	13	-1.1%	-11%	-0.1	-7	16	-4	-1
COc1cc(C(=O)OCc2cc3ccccc3[nH]c2=O)cc(OC)c1OC	1	-4	16%	3%	-1.4	-4	13	-4	-12
(list continues)
SMILES	D1 agonist	D2 potentiator	RXFP1 agonist	Apoferritin bind	TRHR ag	RXFP1 antag	TRHR enhancer	D1 potentiator	D1 antagonist
O=C(C1CCC1)N1CCN(S(=O)(=O)c2cc(F)ccc2F)CC1	1	4	-0.6%	x	-0.5	-2	-2	-7	-13
O=S1(=O)N=C(N(Cc2cccs2)c2ccc(O)cc2)c2ccccc21	3	1	-0.6%	-15%	-0.5	6	9	2	1
COc1ccc(NC(=O)c2cc(S(=O)(=O)N3CCOCC3)cn2C)cc1Cl	0&1	12&16	-0.7%&-2.5%	-17%&51%	-0.6&-0.5	-10&11	-2&6	-10&2	-9&3
Cc1cc2c(s1)c1cnn(Cc3ccccc3F)c(=O)c1n2C(C)C	8	x	x	x	1.0	x	9	6	14
COc1ccc(CCNC(=O)CSc2nnnn2-c2ccc(OC)c(OC)c2)cc1OC	2	x	2.0%	-6%	-0.1	-33	-4	-4	2
O=C1CC(c2ccsc2)c2ccc3ccccc3c2N1 (stereo not given)	3	6	0.4%	u	-0.4	-7	37*	3	3
O=C(Nc1cccc(C(=O)N2CCN(c3ccccc3F)CC2)c1)c1nsc2ccccc12	3	x	-1.4%	-15%	0.7	-22	1	0	-9
CCN(CC)c1nc(N2CCN(CCO)CC2)nc2ccccc12	3	20	3.9%	-2%	-0.2	-7	-3	0	-5
CCC(C)n1c(S(=O)(=O)O)nc2ccccc21 (stereo not given)	1	1	-0.1%	-4%	-0.7	-1	-3	-9	2
O=C(NC1CCCCCCC1)c1ccccc1O	5	0	3.7%	u	-0.5	13	-6	0	-14
CCOC(=O)CNC(=O)N(CCOC)CC1CCCN(C2Cc3ccccc3C2)C1 (stereo not given)	-2	4	1.1%	-2%	-0.8	0	5	-2	20
COC(=O)C(Cc1ccccc1)OS(N)(=O)=O (stereo not given)	2	-4	0.3%	2%	0.3	x	4	-1	-4

Part of the list above in order of heavy-atom count, rising.
SMILES	D1 agonist	D2 potentiator	RXFP1 agonist	Apoferritin bind	TRHR ag	RXFP1 antag	TRHR enhancer	D1 potentiator	D1 antagonist
O=C(NC1CCCCCCC1)c1ccccc1O	5	0	3.7%	u	-0.5	13	-6	0	-14
O=C(C1CCC1)N1CCN(S(=O)(=O)c2cc(F)ccc2F)CC1	1	4	-0.6%	x	-0.5	-2	-2	-7	-13
CCN(CC)c1nc(N2CCN(CCO)CC2)nc2ccccc12	3	20	3.9%	-2%	-0.2	-7	-3	0	-5
COc1ccc(NC(=O)c2cc(S(=O)(=O)N3CCOCC3)cn2C)cc1Cl	0&1	12&16	-0.7%&-2.5%	-17%&51%	-0.6&-0.5	-10&11	-2&6	-10&2	-9&3
COc1ccc(CCNC(=O)CSc2nnnn2-c2ccc(OC)c(OC)c2)cc1OC	2	x	2.0%	-6%	-0.1	-33	-4	-4	2
